Bioassay records deposited in PubChem BioAssay by National Center for Advancing Translational Sciences (NCATS).
GAA inhib: blocks human lysosomal alpha-glucosidase. P10253. purified human GAA, 4-MU-alpha-glucoside fluorescence. Potency, µM (doses to about 76.9 µM), for the others: top-dose activity change, negative = inhibition, hits mostly inhibitors. 200,000 tested, 0.005% active. AID 1466;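 further: plate controls were uninhibited enzyme wells for no effect and no-enzyme background for full effect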
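Compounds are titrated up to 77 uM against 4 nM human enzyme. Substrate 4-methylumbelliferyl-alpha-D-pyranoside (400 uM) reacts 20 min at room temperature in pH 5.0 buffer; liberated 4-methylumbelliferone is read at 440 nm.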
RECQ1 helicase: blocks DNA unwinding by human RECQ1; Potency, µM (highest dose often 57.3 µM), inactives show top-dose activity, negative = inhibition, usual class: inhibitors; 240,000 tested, 0.54% active; P46063; AID 2549; RECQ1 DNA unwinding, red fluorescence kinetic read;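 further: plate controls were vehicle for no effect and no enzyme for full effect; nearly all actives have a fitted effect of over 30% in size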
Target sequence (P46063 whole entry, looked up): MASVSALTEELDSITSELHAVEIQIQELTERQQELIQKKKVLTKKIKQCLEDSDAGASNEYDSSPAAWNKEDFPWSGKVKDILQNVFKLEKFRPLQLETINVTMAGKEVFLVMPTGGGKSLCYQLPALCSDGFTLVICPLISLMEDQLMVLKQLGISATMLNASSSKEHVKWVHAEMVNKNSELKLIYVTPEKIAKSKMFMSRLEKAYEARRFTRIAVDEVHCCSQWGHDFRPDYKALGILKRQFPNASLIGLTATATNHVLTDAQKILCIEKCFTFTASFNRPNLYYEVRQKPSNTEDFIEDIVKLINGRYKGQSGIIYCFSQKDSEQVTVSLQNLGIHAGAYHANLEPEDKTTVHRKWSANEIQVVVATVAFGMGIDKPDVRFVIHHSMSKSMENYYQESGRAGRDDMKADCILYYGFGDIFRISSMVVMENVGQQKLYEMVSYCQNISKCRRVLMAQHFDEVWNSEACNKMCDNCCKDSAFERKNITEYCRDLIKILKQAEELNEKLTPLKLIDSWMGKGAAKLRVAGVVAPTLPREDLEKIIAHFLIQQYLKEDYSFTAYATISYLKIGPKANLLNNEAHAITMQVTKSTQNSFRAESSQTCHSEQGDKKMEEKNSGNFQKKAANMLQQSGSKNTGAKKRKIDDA
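RECQ1T1 50 nM; forked duplex (20 bp + 30-nt ss tails) 200 nM, ATP 2 mM final; pH 8.0, 2 mM MgCl2, 2.5 ug/ml poly(dI-dC); 15 min compound preincubation; discontinuous kinetic read over 2 h at RT.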
TRb SRC2 PPI: inhibitors of human thyroid hormone receptor beta-SRC2 interaction | P10828 | TRbeta-SRC2 peptide binding, fluorescence polarization; receptor liganded with 1 µM T3 | Potency, µM (titrated, usually from 106 µM), for inactives: at the top dose activity change, negative = inhibition, usual class: inhibitors | 280,000 tested, 0.065% active | AID 1469;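 further: plate controls were bound peptide for no effect and peptide without receptor for full effect; nearly all actives have a fitted effect of over 50% in size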
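Polarization signal, normalized between peptide-alone and full complex controls, measured compound effects on T3-liganded human TRb LBD (0.6 uM) binding 20 nM Texas Red SRC2 peptide after 5 hr.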
GAA glycogen mod: GAA glycogen-cleavage inhibition or activation; recombinant GAA, glycogen substrate, Amplex Red glucose oxidase fluorescence; 300,000 tested, 0.38% active; Potency, µM (doses to about 76.4 µM), for the others: at the highest dose activity change, negative = inhibition, hits mostly inhibitors;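 further: 0% = full enzyme reaction and -100% = no-enzyme basal signal; the screen sought inhibitors and activators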
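Natural-substrate format: glycogen cleavage by 4 nM human enzyme, glucose read by Amplex Red coupling (Ex 573, Em 610 nm). Normalized to enzyme and no-enzyme controls.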
TexasRed fluor: counter-screen for TRb-SRC2 inhibitors: fluorescence interference; TRb/SRC2 Texas Red total fluorescence interference; Potency, µM (doses to about 106 µM), inactives show at the highest dose fluorescence change, negative = quenching; 280,000 tested, 0.29% active; AID 1479; active means well fitted curve in either direction with a large enough effect; inconclusive means small, poorly fitted or top-dose-only effect
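Human TRβ ligand-binding domain (0.6 uM) and Texas Red SRC2 peptide (20 nM) in Tris buffer with 1 uM T3 and 5% DMSO were incubated with pinned compound for 5 hr at ambient temperature. Total fluorescence was computed as S + 2P (555/632 nm).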
RGS12 GoLoco inh: RGS12 GoLoco-Gai1 interaction inhibition. P63096. Gai1:RGS12 GoLoco peptide FP, rhodamine, 10 min. Potency, µM (titrated, usually from 61.6 µM), for the others: at the highest dose activity, negative = inhibition, usual class: inhibitors. 230,000 tested, 0.44% active; active means well fitted inhibition curve with a large enough effect, not every such curve was filed as active; inactive means no such curve, though single readings can be large or run the other way; further: nearly all actives have a fitted effect of over 30% in size; many of its hits are not listed in these tables
Target sequence (P63096 whole entry, looked up): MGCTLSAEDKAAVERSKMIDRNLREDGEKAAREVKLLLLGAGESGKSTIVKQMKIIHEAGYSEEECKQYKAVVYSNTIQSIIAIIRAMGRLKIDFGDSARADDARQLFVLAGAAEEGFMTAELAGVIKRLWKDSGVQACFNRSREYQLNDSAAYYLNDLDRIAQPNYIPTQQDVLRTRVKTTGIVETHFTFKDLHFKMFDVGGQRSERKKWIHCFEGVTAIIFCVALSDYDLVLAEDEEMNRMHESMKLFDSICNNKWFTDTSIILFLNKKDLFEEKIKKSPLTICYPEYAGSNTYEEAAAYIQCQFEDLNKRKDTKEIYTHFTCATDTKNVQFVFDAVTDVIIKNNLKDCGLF
L3MBTL1 inh: inhibitors of human L3MBTL1. AlphaScreen L3MBTL1–H3K9me1 peptide binding. Potency, µM (highest dose often 57.1 µM), inactives show at the highest dose activity, negative = inhibition, usual class: inhibitors. 230,000 tested, 0.66% active; further: nearly all actives have a fitted effect of over 60% in size
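First, the protein-peptide complex forms for 30 min at room temperature (L3MBTL1 50 nM, biotinylated H3K9me1 peptide 75 nM). Next, compounds are pin-transferred and incubated 30 min. Finally, AlphaScreen beads are added and read after 30 min.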
GAA spleen mod: inhibits or activates alpha-glucosidase in human spleen homogenate; Potency, µM (top dose mostly 79.9 µM), for the others: at the highest dose activity change, negative = inhibition, usual class: inhibitors; 240,000 tested, 0.006% active; human spleen homogenate, 4-MU-alpha-glucoside fluorescence; AID 2112;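 further: 0% = enzyme with vehicle and -100% = no enzyme basal signal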
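Enzyme source: human spleen homogenate, 1 ug/well. Buffer 50 mM citric acid/K phosphate pH 5.0, 0.01% Tween-20. 4-MU-alpha-glucoside 1 mM; 37 C x 40 min; NaOH/glycine stop; fluorescence.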
Starred values were filed as active, the others as inactive; i = inactive; ? = inconclusive; . = not tested or not shown; [ ] = another dose, or the depositor's remark. Unless noted, the call rests on the fitted dose curve; in most records, active means well fitted curve in the direction sought with a large enough effect; inconclusive means small, poorly fitted or top-dose-only effect, or another doubt; inactive means no such curve, though single readings can be large; an effect the other way counts as inactive or inconclusive. Unless noted, on the % scale 0 is the no-effect control and ±100 the full control effect; potency means the concentration at half of the fitted maximal effect. Only part of the results is shown; rates above refer to the full screens.

SMILES | GAA inhib | RECQ1 helicase | TRb SRC2 PPI | GAA glycogen mod | TexasRed fluor | RGS12 GoLoco inh | L3MBTL1 inh | GAA spleen mod
O=C(c1ccc(F)cc1)N1CCCC(c2nc(-c3cccs3)no2)C1 (stereo not drawn) | -11% | -8% | -10% | 4% | -2% | -2% | 49%[activator] | 3%
COc1ccc(C(=O)n2nc(-c3ccc(C)cc3)nc2N)cc1OC | 0% | i | -11% | 7% | 1% | 7% | . | 0%
Cc1cccc(NC(=S)N(CCCN2CCOCC2)Cc2ccccn2)c1 | -6% | -7% | -6% | 5% | 0% | -12% | -6% | -2%
O=C(CN1CCOCC1)Nc1ncc(Br)cc1Br | -14% | -1% | 10% | -2% | 1% | 9% | . | -5%
COc1cccc(C2c3c(-c4ccccc4O)n[nH]c3C(=O)N2Cc2ccco2)c1 (stereo not drawn) | . | -16% | -3% | -8% | -6% | 7% | ? | -14%
CCC(CC)c1nnc(NC(=O)COc2ccc3c(C)cc(=O)oc3c2)s1 | 6% | -5% | -2% | -1% | 1% | 12% | 11% | -4%
C=COCCNC(=O)C1CC(=O)N(c2ccc(C)cc2)C1 (stereo not drawn) | 2% | 12% | 0% | 4% | 1% | -5% | . | -7%
O=C(NC(=S)NCC1CCCO1)c1ccc(Br)o1 (stereo not drawn) | 1% | i | -4% | -11% | -1% | 10% | -3% | -15%
Fc1ccc(Cn2c(SCc3ccc(F)c(C(F)(F)F)c3)nnc2C(F)(F)F)cc1 | -6% | -1% | -5% | -17% | -4% | 6% | 37%[activator] | -10%
O=C(NCCN1CCN(c2ccccc2F)CC1)c1cccn2c(=O)c3ccccc3nc12 | 7% | i | 0% | 4% | -3% | 6% | 1% | 2%
CC(C)c1ccccc1N1CC(C(=O)O)CC1=O (stereo not drawn) | -9% | i | -3% | 14% | -3% | 7% | 4% | 0%
NC(=O)c1ccc(NC(=O)COC(=O)c2c3c(nc4ccccc24)/C(=C\c2ccc4c(c2)OCO4)CCC3)cc1 | -9% | -8% | 5% | 3% | -1% | 105%[activator] | 25% | -6%
COC(=O)Cc1c(C)c2ccc(OCC(=O)N3CCOCC3)cc2oc1=O | ? | -2% | 5% | 1% | -6% | -1% | . | -2%
COc1ccc(OC)c(S(=O)(=O)Nc2ccc(C(C)=O)cc2)c1 | -1% | -8% | 0% | 3% | 1% | . | 8% | -2%
Cc1ccc(NC(=O)C(=O)NCCN2CCN(Cc3ccc([N+](=O)[O-])cc3)CC2)cc1 | 5% | -9% | -3% | 4% | -5% | -4% | -5% | -4%
Cc1cc(C)c2c(c1)-c1c(ssc1=S)C(C)(C)N2C(=O)CSc1nncn1C | ? | -13% | 7% | 6% | 1% | -10% | ? | -10%
CN(C)c1ccc(N2C(=O)CC(c3ccccc3)CC2=O)cc1 | . | -1% | 7% | -4% | 1% | -4% | -5% | 6%
Cc1ccc(S(=O)(=O)N2CCOCC2)cc1C(=O)Nc1ccc2c(c1)CCC2 | 2% | -9% | 0% | -2% | -3% | -41% | -8% | -7%
CC(OC(=O)C1=COCCO1)C(=O)Nc1ccccc1C#N (stereo not drawn) | 4% | i | -7% | -4% | 0% | 5% | 4% | -1%
Cc1cc(N2CCN(c3nc(-c4ccc([N+](=O)[O-])cc4)cs3)CC2)c2ccccc2n1 | -7% | 6% | -4% | 4% | -3% | 10% | . | 4%
CO/N=C1/[C@H]2O[C@@H]2[C@@H](O)[C@H]2[C@H]1CCn1c(=O)n(-c3ccccc3)c(=O)n12 | . | i[11.5 µM] | -1%[11.2 µM] | . | -3%[11.2 µM] | . | . | 1%[17.4 µM]
COc1ccc(CNC(=O)c2cc(-c3ccco3)on2)cc1 | 11% | i | 8% | -1% | -2% | 30% | 2% | -2%
COc1ccc(OCC(=O)OCC(=O)NCc2ccco2)cc1 | 0% | 0% | 5% | 7% | 0% | -4% | 0% | -5%
C/C(CC(=O)Nc1cccc(C(F)(F)F)c1)=N\NC(=O)C(=O)NCC(C)C | 2% | 0% | 6% | -7% | 2% | -19% | . | 2%
Cc1ccc(-c2c[n+](Cc3cccc(Cl)c3)c3n2CCC3)cc1 | . | -3% | -4% | 1% | -4% | 10% | . | -2%
COc1ccc(Oc2nc3ccccc3nc2C(F)(F)F)cc1 | -11% | -3% | 0% | -1% | -2% | -2% | 6% | -1%
COc1cccc(-c2nn[nH]n2)c1O | -2% | -2% | 0% | 7% | -3% | 2% | 8% | 7%
Cc1ccc(Nc2c(N)c(=O)oc3ccccc23)cc1 | -14% | -9% | -13% | 20µM* | -1% | -3% | -3% | 0%
COc1cc(CC(=O)Oc2ccc3c(c2)OCO3)cc(OC)c1OC | 2% | -1% | 5% | -5% | -3% | 2% | 0% | -6%
CC1(C)CC(N2CN(C3CCCCC3)CC2=O)CC(C)(C)N1 | -5% | i | 2% | 8% | 0% | 5% | 3% | -4%
Cc1nc(C(=O)Nc2cc(Cl)ccc2Cl)nn1-c1cc(OC(C)C)c(Cl)cc1Cl | -1% | -9% | -1% | 1% | -2% | 8% | -5% | -7%
Cc1ccc(C2C(C=Nc3c(C)n(C)n(-c4ccccc4)c3=O)=C(c3ccccc3)Oc3ccccc32)cc1 (stereo not drawn) | -5% | -6% | -11% | 12% | -5% | 4% | -15% | -11%
C/C(CC(=O)NCc1ccco1)=N\NC(=O)COc1ccc(Cl)cc1Cl | -13% | -11% | -5% | -10% | 0% | 2% | -2% | -16%
Cc1nc(Nc2ccc(C(=O)O)cc2)sc1-c1ccccc1 | 9% | 19% | 13% | 2% | -1% | 17% | -25% | -2%
CCOC(=O)Nc1ccc2nc(N3CCCCCC3)sc2c1 | . | -4% | 1% | -20% | 0% | 2% | . | -3%
CCn1cc(Cl)c(C(=O)Nc2nc3ccccc3n2CCN2CCCCC2)n1 | -5%[15.4 µM] | -3% | -3% | 3% | -1% | 7% | -11% | -12%
CC(=O)c1c(C(=O)O)c2ccccc2[nH]c1=O | . | 1% | -2% | -12% | -2% | 2% | . | 3%
Cc1ccc(-n2ncc3c(NCc4cccnc4)ncnc32)c(C)c1 | -4% | -2% | -1% | 2% | -4% | -3% | 1% | -7%
Cc1ccc(S(=O)(=O)Oc2ccccc2/C=C2/SC(=O)NC2=O)cc1 | . | -1% | -3% | -1% | -8% | 4% | 0% | 4%
O=C/C(=C\Nc1ccc(Br)cc1)c1nc2ccccc2o1 | 12% | -10% | 5%[53 µM] | -4% | -2%[53 µM] | 13% | 4% | 2%
O=C(NCCNC(=O)C(F)(F)F)c1ccncc1 | -3% | -4% | 13% | -11% | 0% | . | 4% | -2%
Cc1nn(CC(=O)OC(C)C(=O)Nc2ccccc2[N+](=O)[O-])c(C)c1[N+](=O)[O-] (stereo not drawn) | -2% | -13% | -1% | -2% | -3% | . | -1% | -1%
O=C(COc1cccc2ccccc12)NNC(=O)C1CCCO1 (stereo not drawn) | -2% | -13% | -19% | 6% | 0% | 3% | 0% | -16%
CCc1nnc(NC(=O)c2ccc(-c3ccc(F)cc3)o2)s1 | 0% | -2% | 6% | -9% | -2% | 13% | 8% | -6%
CCOC(=O)c1sc2ncnc(N3CCN(CC)CC3)c2c1C | 0% | -13% | 1% | -7% | -2% | 5% | . | -1%
CCNc1nc(NCC)nc(SCCOC(=O)Nc2ccc(Cl)cc2Cl)n1 | ? | -6% | -7% | 0% | -2% | 7% | -3% | -3%
Cc1ccc(NC(=O)CO/N=C/c2ccc(N(C)C)cc2)cc1 | 3% | -25% | -2% | -3% | -5% | 111%[activator] | -15% | 1%
COc1cc(C(=O)OC2CC3CCC2(C)C3(C)C)ccc1OC(C)=O (stereo not drawn) | . | -18% | -4% | 2% | 1% | 5% | 9% | 0%

A section from the list above, for reference:
SMILES | GAA inhib | RECQ1 helicase | TRb SRC2 PPI | GAA glycogen mod | TexasRed fluor | RGS12 GoLoco inh | L3MBTL1 inh | GAA spleen mod
CC(=O)c1c(C(=O)O)c2ccccc2[nH]c1=O | . | 1% | -2% | -12% | -2% | 2% | . | 3%
Cc1ccc(-n2ncc3c(NCc4cccnc4)ncnc32)c(C)c1 | -4% | -2% | -1% | 2% | -4% | -3% | 1% | -7%
Cc1ccc(S(=O)(=O)Oc2ccccc2/C=C2/SC(=O)NC2=O)cc1 | . | -1% | -3% | -1% | -8% | 4% | 0% | 4%

Additional compounds
SMILES | GAA inhib | RECQ1 helicase | TRb SRC2 PPI | GAA glycogen mod | TexasRed fluor | RGS12 GoLoco inh | L3MBTL1 inh | GAA spleen mod
COc1ccc(/C=N/N=C2/NC(=O)C(CC(=O)NC(N)=O)S2)cc1 (stereo not drawn) | -2% | i | -3% | 7% | -5% | 7% | . | 0%
Cc1ccccc1Cn1nc(C)c(NC(=O)/C=C/c2cnn(C)c2)c1C | -5% | -3% | -4% | 10% | 0% | -3% | 7% | -1%
OC(CNc1ccccc1)COc1ccc(OCC(O)CNc2ccccc2)cc1 (stereo not drawn) | -7% | -8% | -15% | -6% | -2% | 1% | -13% | -16%
COC(=O)c1sc(NC(=O)C2CCCO2)c(C(=O)OC)c1C (stereo not drawn) | -3% | 0% | 7% | 1% | 2% | -5% | 7% | -5%
CCOC(=O)N1CCN(c2c(NCCN3CCN(c4ccccc4F)CC3)c(=O)c2=O)CC1 | . | -2% | 4% | 2% | -7% | -4% | 2% | -1%
Cc1ccc(S(=O)(=O)N2CCOCC2)cc1NC(=O)CSc1nc(N)cc(=O)[nH]1 | -14% | i | -3% | -9% | 3% | -2% | 12% | 2%
CC(=O)Nc1ccc2c(c1)C(C)(C)C(C)N2C (stereo not drawn) | -14% | 35µM* | ? | -7% | 40µM*[fluorescent] | 177%[activator] | . | -1%

A draw from above in order of molar mass, descending.
SMILES | GAA inhib | RECQ1 helicase | TRb SRC2 PPI | GAA glycogen mod | TexasRed fluor | RGS12 GoLoco inh | L3MBTL1 inh | GAA spleen mod
Cc1ccc(S(=O)(=O)N2CCOCC2)cc1NC(=O)CSc1nc(N)cc(=O)[nH]1 | -14% | i | -3% | -9% | 3% | -2% | 12% | 2%
OC(CNc1ccccc1)COc1ccc(OCC(O)CNc2ccccc2)cc1 (stereo not drawn) | -7% | -8% | -15% | -6% | -2% | 1% | -13% | -16%
COc1ccc(/C=N/N=C2/NC(=O)C(CC(=O)NC(N)=O)S2)cc1 (stereo not drawn) | -2% | i | -3% | 7% | -5% | 7% | . | 0%
